High-throughput results from PubChem BioAssay.
hIAP act: human IAP activation; P09923; purified human IAP, CDP-Star luminescence, 30 min; active compounds read high; 1 = vehicle-only enzyme, 0 = enzyme-free background; activation factor at 10 µM; 330,000 compounds, 0.16% hits; AID 2524;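 active means activation factor of the enzyme at least 2-fold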; further: the source names both 10 and 20 µM as test concentration; values of inactives mirror those of a sister screen read the other way
MPTP inh: inhibitors of mitochondrial permeability transition pore; isolated mouse mitochondria, Ca2+ swelling absorbance, 30 min; inhibition, % at 10 µM; 360,000 compounds, 1.4% hits; AID 602449;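 active means inhibition of 50% or more, scaled per plate between neutral and stimulator controls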;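 further: 0% = DMSO wells given calcium and 100% = 1 mM EGTA wells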
mIAP inh: mouse IAP inhibition; purified mouse IAP, CDP-Star luminescence, 30 min; inhibition, % at 10 µM; 330,000 compounds, 0.2% hits; AID 2806;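 active means inhibition of at least 40% at 10 µM in the primary screen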;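 further: plate controls were DMSO with enzyme for no effect and no enzyme wells for full effect; values of inactives mirror those of a sister screen read the other way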
A3A deaminase: inhibitors of human APOBEC3A DNA deaminase. P31941. inhibition, % at 20 µM. AID 493011. 330,000 compounds, 0.41% hits. recombinant A3A, FAM/TAMRA ssDNA deamination fluorescence;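 active means at least 40% inhibition at 20 µM here, with at most 30% in a related deaminase screen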;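 further: plate controls were A3A with DMSO for no effect and wells lacking A3A enzyme for full effect; some results filed as inactive read as strong as hits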
Target sequence (P31941 whole entry, looked up): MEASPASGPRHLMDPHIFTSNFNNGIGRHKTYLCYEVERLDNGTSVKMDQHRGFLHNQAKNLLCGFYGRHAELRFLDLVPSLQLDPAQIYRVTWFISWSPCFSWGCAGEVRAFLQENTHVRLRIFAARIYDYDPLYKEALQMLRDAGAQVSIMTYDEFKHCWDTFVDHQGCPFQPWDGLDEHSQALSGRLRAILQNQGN
mIAP activ: increases mouse intestinal alkaline phosphatase activity. activation factor at 10 µM. muIAP, CDP-Star luminescence, 30 min; active compounds read high; 1 = vehicle-only enzyme signal, 0 = enzyme-free wells. 330,000 compounds, 0.24% hits. AID 2805;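 active means activation factor of at least 2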; further: the source names both 10 and 20 µM as test concentration; values of inactives mirror those of a sister screen read the other way
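also added = chemiluminescent substrate CDP-Star | test system = mouse IAP enzyme | signal = chemiluminescence readout | compound = DMSO-dissolved test compounds | incubation = 30 min at room temperature | benchmarks = DMSO wells, no-enzyme wells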
hIAP block: blocks human intestinal alkaline phosphatase; purified IAP, CDP-Star luminescence, 30 min; 330,000 compounds, 0.12% hits; P09923; inhibition, % at 10 µM; AID 2544;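 active means inhibition reaching a set limit with compound at 10 µM in the primary screen, cut at about 35% in these data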;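 further: plate controls were DMSO wells with enzyme for no effect and no-enzyme buffer wells for full effect; values of inactives mirror those of a sister screen read the other way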
beta cell repl: inducers of beta-cell replication in MIN6 cells; MIN6 cells proliferation, ATPlite luminescence, 48 h; cells starved in 0.2% serum; 100% = growth in 10% serum; proliferation, % at 10 µM; 330,000 compounds, 0.29% hits; AID 2380;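 active means compounds whose signal lies at least 3.5 SD above the mean of all wells on their plate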;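 further: 0% = DMSO-treated cells in low-serum medium and 100% = 10% serum control; some compounds called inactive have numbers as strong as hits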
NR3A LBD binder: NR3A (human) ligand-binding domain modulation; Tm shift relative to glycine control, % at 25 µM; AID 1259313; NR3A LBD differential scanning fluorimetry, Tm shift; 0% = protein alone, 100% = glycine-bound protein; 340,000 compounds, 2.5% hits;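 active means melting temperature shift of at least 10% of the positive control shift, at one fixed dose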
APOBEC3G inh: APOBEC3G (human) deaminase inhibition; 330,000 compounds, 0.28% hits; inhibition, % at 20 µM; recombinant A3G, ssDNA deamination FAM/TAMRA fluorescence; Q9HC16;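 active means inhibition of at least 40% at 20 µM, with no more than 30% in the related APOBEC3A deaminase screen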;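 further: plate controls were DMSO wells with A3G for no effect and wells lacking A3G enzyme for full effect; some compounds called inactive have numbers as strong as hits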
Target sequence (Q9HC16 whole entry, looked up): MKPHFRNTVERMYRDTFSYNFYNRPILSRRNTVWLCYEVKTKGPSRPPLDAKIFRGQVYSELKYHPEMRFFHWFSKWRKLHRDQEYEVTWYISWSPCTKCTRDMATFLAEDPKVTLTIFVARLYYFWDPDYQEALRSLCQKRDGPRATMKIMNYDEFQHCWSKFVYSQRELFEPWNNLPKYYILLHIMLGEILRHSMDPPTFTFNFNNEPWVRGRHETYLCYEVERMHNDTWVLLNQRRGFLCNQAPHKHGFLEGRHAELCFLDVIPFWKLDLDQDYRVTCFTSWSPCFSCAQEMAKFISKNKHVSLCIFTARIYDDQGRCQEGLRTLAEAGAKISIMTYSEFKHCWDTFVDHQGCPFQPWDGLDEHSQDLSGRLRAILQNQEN
* hit, by the source's call; · = no result given; & = joins results of further samples.

SMILES	hIAP act	MPTP inh	mIAP inh	A3A deaminase	mIAP activ	hIAP block	beta cell repl	NR3A LBD binder	APOBEC3G inh
CCOC(=O)CNC(=O)c1ccc(SCC)cc1	0.942	0.4	3.5	-2.5	0.965	5.8	-2.2	-0.5	-4.3
COc1ccc(C(=O)OCc2csc(C)n2)c(O)c1	1.1	0.3	-9.1	-3.8	1.09	-10.5	0.5	-2.7	-6.9
CC(OC(=O)CSc1ccc([N+](=O)[O-])cc1)C(=O)NCc1ccco1 (stereo unspecified)	0.963	-1.9	-3.9	-2.6	1.04	3.7	3.2	1.0	-12.8
CC(=O)c1ccc(N2C(=NC(=O)C3CCCO3)SC3CS(=O)(=O)CC32)cc1 (stereo unspecified)	0.817	-1.7	14.0	-1.1	0.86	18.3	-4.9	-1.1	-2.9
Cc1cc(N2CCN(c3ccc(C(F)(F)F)cc3[N+](=O)[O-])CC2)c2ccccc2n1	1	37.1	2.7	-6.8	0.973	-0.3	-4.4	-7.7	6.7
O=C(C[n+]1cc(-c2ccc(F)cc2)n2c1CCC2)OCc1ccccc1	1.05	0.2	-3.0	0.8	1.03	-5.0	-1.9	2.2	-1.8
CCOC(=O)C1CCCN(C(=O)c2cc3c(OC)c(OC)c(OC)cc3[nH]2)C1 (stereo unspecified)	1.29	-0.7	-2.2	2.9	1.02	-29.3	-1.4	1.2	-2.1
COc1ccc(CCN(Cc2cc3cccc(C)c3[nH]c2=O)C(=O)N2CCCC2)cc1OC	0.968	-2.1	-9.0	-0.8	1.09	3.2	-1.4	-0.6	-2.0
CCn1nc(C)c(CNC(=O)c2cc(COc3cncc(Cl)c3)on2)c1C	0.97	-0.2	3.3	-3.3	0.967	3.0	2.5	0.8	-8.4
COc1ccc(Cl)cc1C(=O)NNC(=O)CNC(=O)c1ccc(C)s1	1.19	-1.5	5.0	-2.7	0.95	-18.9	0.3	-8.7	-6.8

More compounds
SMILES	hIAP act	MPTP inh	mIAP inh	A3A deaminase	mIAP activ	hIAP block	beta cell repl	NR3A LBD binder	APOBEC3G inh
CCc1ccccc1NC(=O)CN(C)C(=O)COc1ccc(C)nc1[N+](=O)[O-]	0.944	14.3	8.9	3.1	0.911	5.6	-2.3	3.2	-3.6
Cc1ccc(-c2csc(NC(=O)c3ccc(F)cc3)c2C(=O)O)cc1	0.953	0.3	6.3	-5.1	0.937	4.7	-1.6	-7.0	-4.9
COC(=O)Cn1cnc2sc(C)c(S(=O)(=O)N3CCN(c4ccccc4OC)CC3)c2c1=O	0.897	0.1	4.6	0.7	0.954	10.3	-2.1	1.9	3.3
CCCCCc1nc(N)c(C#N)c(-c2ccco2)c1CCCC	0.982	6.1	-1.5	8.2	1.01	1.8	0.0	3.1	4.0
O=C(NN=C1C2CC3CC(C2)CC1C3)c1cccs1	1.51	-0.8	-2.5	-2.9	1.02	-50.7	0.2	-1.5	-6.0
CCNc1nc(N)nc(Oc2ccc(OCc3ccccc3)nn2)n1	0.879	-1.6	4.2	-0.4	0.958	12.1	-1.2	-1.6	-6.2
COc1ccccc1-c1nnc(SCC(=O)Nc2ccc(Cl)cc2Cl)o1	1.19	5.9	11.2	-1.4	0.888	-19.1	-0.9	-0.5	-5.4
COc1ccc(-c2cc(C(=O)NCC(c3ccco3)N(C)C)c3ccccc3n2)cc1OC (stereo unspecified)	0.896	-1.8	0.2	-2.2	0.998	10.4	2.2	-0.4	-9.0
CC[C@]1(C(=O)OC)[C@H]2C(=O)N(C)C(=O)[C@H]2[C@H]2CN(C)C(=NCc3ccccc3)N21	·	-1.6	2.1	2.1	0.979	·	·	0.3	2.1
COC(=O)[C@]1(Cc2ccccc2)N[C@H](CN(C)S(=O)(=O)c2ccc(F)cc2)[C@@H]2C(=O)N(C)C(=O)[C@@H]21	1.1	-0.1	9.5	1.0	0.905	-9.8	-0.8	-0.2	2.2

(more compounds)
SMILES	hIAP act	MPTP inh	mIAP inh	A3A deaminase	mIAP activ	hIAP block	beta cell repl	NR3A LBD binder	APOBEC3G inh
N#Cc1ccccc1-c1ccccc1C(=O)N1CCCCC1	1.08	0.3	2.4	-0.9	0.976	-8.5	-1.6	0.7	-5.3
CC(=O)Nc1cccc(OCCCNC(=O)c2ccc(C(C)(C)C)cc2)c1	0.966	3.5	-13.8	-0.2	1.14	3.3	-0.6	-0.6	-5.3
C=C(C)CNC(=S)N/N=C(\C)c1ccc(Cl)s1	1.04	0.7	10.5	-6.3	0.895	-4.4	-3.5	-1.6	-9.2
CCOc1ccc(-c2nnn(CC(=O)N3CCCC3)n2)cc1OCC	1.02	-3.5	-4.0	3.0	1.04	-2.0	-2.2	1.9	-4.8
CCOc1ccccc1NC(=O)C(NC(=O)C1CCC(C)CC1)C(C)C (stereo unspecified)	1.02	3.1	-7.9	4.4	1.08	-2.4	-2.4	0.3	3.5
COc1ccc(OC)c(NS(=O)(=O)c2cccs2)c1	1.07	3.4	20.8	61.6*	0.792	-7.3	5.4	-1.7	-4.5
Cc1cc(C)n(/N=C/c2cccc(O)c2)c(=O)c1C(N)=O	1.03	-0.4	2.0	-0.6	0.98	-3.3	-0.5	-1.7	-4.8
O=C1/C(=C/c2ccccn2)SC(=S)N1Cc1ccccc1	0.922	2.3	4.4	0.9	0.956	7.8	1.6	-1.6	-2.0
CCOC(=O)NCc1ccc2c(c1)cc(C)n2C	0.943	8.1	3.0	3.3	0.97	5.7	-3.7	1.2	-2.2
CCc1nnc(NC(=O)[C@@H](NC(=O)c2cccc(S(=O)(=O)N3CCOCC3)c2)C(C)C)s1	0.962	-3.4	-3.7	10.7	1.04	3.8	-0.9	-1.0	-0.3

More structures.
SMILES	hIAP act	MPTP inh	mIAP inh	A3A deaminase	mIAP activ	hIAP block	beta cell repl	NR3A LBD binder	APOBEC3G inh
CN(C)c1ccc(C(c2nnnn2C(C)(C)C)N2CCN(C(=O)c3ccco3)CC2)cc1 (stereo unspecified)	0.978	0.1	-8.8	-3.6	1.09	2.2	-3.1	1.4	7.1
C[C@@H]1CCC[C@]2(O[C@@H](CCO)C[C@@H](O)[C@@H]2O)O1	1.03	-0.5	4.5	-0.2	0.955	-2.8	0.2	-2.5	-6.2
CC(=O)Nc1ccc(NC(=O)COc2ccc(S(=O)(=O)NC(C)c3ccccc3)cc2)cc1 (stereo unspecified)	1.02	-1.0	-15.5	-1.0	1.16	-1.9	-0.6	0.4	-10.5
CCN1C(=O)c2cccc3c(S(=O)(=O)N(C(=O)c4cccnc4)c4ccc(OC)cc4)ccc1c23	1.15	0.5	-5.6	2.9	1.06	-15.4	-2.6	-1.3	-5.7
CN(c1ccc(C(=O)N2CCN(Cc3ccc4c(c3)OCO4)CC2)cc1)S(=O)(=O)c1ccccc1	0.934	-2.6	-1.8	7.4	1.02	6.6	-2.7	-12.7	-1.2
O=[N+]([O-])c1ccccc1-c1ccc(CN2CCN(c3ccccc3)CC2)o1	0.962	1.4	8.0	2.7	0.92	3.8	-3.6	0.8	3.2
COc1ccc(C(=O)Nc2cc(S(=O)(=O)N3CCCCC3)ccc2OC)cc1	0.925	-0.5	-1.3	-0.9	1.01	7.4	4.2	0.9	-4.1
O=C(N/N=C/c1ccccc1)c1ccco1	0.935	-1.3	-2.6	1.2	1.03	6.5	-0.9	-0.8	-4.1
O=C(NCCc1ccccn1)c1nc(Cn2ccc([N+](=O)[O-])n2)no1	0.924	-3.4	-3.1	-0.2	1.03	7.6	-1.5	-1.2	-2.5
Cc1cc([N+](=O)[O-])ccc1N(C)C	0.978	-0.2	7.8	-2.7	0.922	2.2	-0.9	-2.0	-2.9

(next part)
SMILES	hIAP act	MPTP inh	mIAP inh	A3A deaminase	mIAP activ	hIAP block	beta cell repl	NR3A LBD binder	APOBEC3G inh
Cc1ccc(-n2ncc(C(=O)NCC3CCN(C4CCCC4)C3)c2C2CCN(C(=O)OC(C)(C)C)CC2)cc1C (stereo unspecified)	1.02	-0.9	1.7	-4.0	0.983	-2.2	-3.2	-1.2	-6.5
O=C1C(Cc2ccccc2)Nc2ncnc(N3CCOCC3)c2N1Cc1ccc(Cl)cc1 (stereo unspecified)	0.864	0.1&-1.1	2.3	0.2	0.977	13.6	-7.5	-0.2	2.0
O=C(NC1=NCCS1)c1cc(-c2cccc(Br)c2)nc2ccccc12	1.01	0.4	12.7	-1.6	0.873	-0.9	0.0	7.1	-3.6
CCOC(=O)CSc1nnc(C2CCCCC2)n1C	0.976	-0.3	12.5	-0.7	0.875	2.4	-2.2	-2.2	-6.7
O=C(CSc1n[nH]c(-c2cccnc2)n1)Nc1ccnc2ccccc12	0.893	2.5	0.8	-2.9	0.992	10.7	-3.8	-0.6	-6.3
CN(C)c1ccc(NC(=O)CN2CCN(CC(=O)Nc3ccc(F)cc3)CC2)cc1	1.13	0.9	-2.6	1.0	1.03	-12.8	-0.1	0.4	-3.7
Cc1csc(SC(C)C(=O)NCC2CCCCC2)n1 (stereo unspecified)	1.05	0.5	-1.0	-3.1	1.01	-5.4	-5.6	-1.7	-7.1
OC1CCCN(Cc2c3ccccc3cc3ccccc23)C1 (stereo unspecified)	0.956	0.3	-12.4	4.5	1.12	4.4	0.7	1.3	-1.9
CC(C)C(=O)Nc1cccc(-c2cn3ccsc3n2)c1	0.872	0.8	0.8	-7.2	0.992	12.8	-2.2	-0.9	-11.2
CCCN1CCN(C(=O)CCCNC(=O)Cn2cnc3sc(C)c(C)c3c2=O)CC1	0.841	-2.3	9.8	-3.2	0.902	15.9	0.0	1.3	-3.0

More records follow:
SMILES	hIAP act	MPTP inh	mIAP inh	A3A deaminase	mIAP activ	hIAP block	beta cell repl	NR3A LBD binder	APOBEC3G inh
CCOC(=O)C1(Cc2ccc(Cl)cc2)CCN(CCCn2cccn2)CC1	1.2	-1.5	-10.8	-3.3	1.11	-19.7	0.3	1.3	-4.6
CC(=O)N1CC=C2C(C#N)=C(N)C(C#N)(C#N)C(C)C2C1 (stereo unspecified)	1.05	-0.3	3.9	-0.6	0.961	-5.2	4.3	2.1	-10.2
O=C(c1ccc2ccccc2c1)c1c[nH]cc1-c1ccccc1	0.913	4.8	1.1	-1.9	0.989	8.7	-3.6	-8.5	-6.3
CCOC(=O)c1c(NC(=O)C[n+]2ccc(Cc3ccccc3)cc2)sc(C)c1C	0.974	5.8	5.3	-1.2	0.947	2.6	-5.4	-3.8	-5.8
CC1CCCCN1C(=O)CSc1nnc(-c2ccco2)n1C (stereo unspecified)	0.919	1.3	4.4	-3.2	0.956	8.1	0.0	0.8	-2.8
COc1cnc(-c2ccccn2)nc1Sc1ccccc1Cl	0.956	-1.3	5.8	0.7	0.942	4.4	-5.7	-0.8	-0.3
CC(C)(C)c1ccc(C(=O)NNc2cc(Cl)cc(Cl)c2)cc1	0.916	9.8	6.3	3.2	0.937	8.4	-1.9	-0.1	2.9
Cc1ccc2c(c1)Sc1ccccc1CC2=O	1.07	-0.2	8.5	-1.7	0.915	-6.9	-0.8	4.5	-1.4
CCCOc1ccc(C(CC(=O)O)NC(=O)C23CC4CC(CC(C4)C2)C3)cc1 (stereo unspecified)	1.05	-1.1	-4.9	-7.0	1.05	-5.3	-3.6	-10.7	-7.2
COC(=O)CN(c1ccc(C)c(Cl)c1)S(C)(=O)=O	0.784	-0.1	-2.1	-1.5	1.02	21.6	-1.4	0.3	-3.1
CC(C(=O)NCc1cccc(Cl)c1)N1C(=O)c2ccccc2C1=O (stereo unspecified)	0.875	-0.1	-8.4	0.5	1.08	12.5	-1.2	-0.2	-13.7

Compounds were not picked by outcome; overall some 5% were active at least once.
